Source: PubChem BioAssay (National Center for Advancing Translational Sciences (NCATS))
NPC1 promoter act: activates the NPC1 promoter. 320,000 compounds, 2.4% hits. Potency, µM (doses to about 9.22 µM), inactives show at the highest dose activation, actives largely listed as activators. Huh7 NPC1 promoter luciferase reporter, 24 h. AID 485313;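 further: potency means the concentration at half of the fitted maximal effect; % of control where 0% means no effect; nearly all actives have a fitted effect of over 60% in size; reporter is driven by a mutant NPC1 promoter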
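Stably transfected Huh7 (NPC1 promoter→luciferase), 1500 cells/well in Opti-MEM + 10% FBS, 2 h settle, then compound 24 h at 37 °C. Luminescence after 10 min with Amplite reagent.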
Gal4-VP16 FLuc: counter-screen for ROR gamma inhibitors: Gal4-VP16 reporter | Potency, µM (top dose mostly 53.6 µM), for the others: top-dose activity, negative = inhibition, actives largely listed as inhibitors | Drosophila S2 Gal4-VP16 UAS-luciferase, luminescence, 20 h | 310,000 compounds, 3.5% hits;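 further: Gal4-VP16 expression switched on by copper sulfate through the metallothionein promoter; potency means the concentration at half of the fitted maximal effect; on the % scale 0 is the no-effect control and ±100 the full control effect; nearly all actives have a fitted effect of over 50% in size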
RORgamma inh: ROR gamma (mouse) transcription inhibition; P51450; Drosophila S2 Gal4-RORgamma UAS-luciferase reporter, 20 h; Potency, µM (top dose mostly 53.6 µM), for inactives: top-dose activity change, negative = inhibition, usual class: inhibitors; 310,000 compounds, 5.4% hits; AID 2551; further: potency means the concentration at half of the fitted maximal effect; on the % scale 0 is the no-effect control and ±100 the full control effect; nearly all actives have a fitted effect of over 60% in size
Target sequence (P51450 whole entry, looked up, the tested form may be a part): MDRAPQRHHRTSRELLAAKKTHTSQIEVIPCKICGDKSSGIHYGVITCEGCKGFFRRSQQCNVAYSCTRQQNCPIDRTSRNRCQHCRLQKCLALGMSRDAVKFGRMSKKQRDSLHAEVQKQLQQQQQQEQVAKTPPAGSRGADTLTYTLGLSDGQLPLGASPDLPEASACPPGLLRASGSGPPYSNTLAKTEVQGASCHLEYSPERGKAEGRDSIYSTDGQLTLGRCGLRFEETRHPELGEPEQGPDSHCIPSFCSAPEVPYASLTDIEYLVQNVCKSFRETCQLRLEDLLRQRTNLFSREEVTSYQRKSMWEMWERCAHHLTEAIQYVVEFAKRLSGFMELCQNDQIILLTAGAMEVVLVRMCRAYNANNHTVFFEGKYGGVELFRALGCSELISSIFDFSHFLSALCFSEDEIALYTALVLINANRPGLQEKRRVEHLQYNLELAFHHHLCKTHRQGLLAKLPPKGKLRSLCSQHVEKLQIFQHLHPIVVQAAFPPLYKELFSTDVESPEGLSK
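Drosophila Schneider cells stably carrying a metallothionein-driven Gal4 DBD–ROR gamma fusion and a UAS-Photinus luciferase reporter were exposed to compound for 1 hr, then induced with copper sulfate (700 uM final) for 20 hr at ambient temperature before luminescence reading.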
ELG1 genotox: genotoxicity induction in ELG1-luciferase HEK293T cells; HEK293T ELG1-luciferase reporter, luminescence, 16 h; Potency, µM (titrated, usually from 46 µM), without a hit: at the top dose activity change, positive = activation, most hits filed as activators; 330,000 compounds, 1.3% hits; AID 504466; further: potency means the concentration at half of the fitted maximal effect; % of control where 0% means no effect; nearly all actives have a fitted effect of over 60% in size
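HEK293T cells expressing luciferase-tagged ELG1 were exposed to compound or DMSO vehicle for 16 hr at 37 °C and 5% CO2. Luciferase activity was then measured with ONE-Glo after 30 min at room temperature.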
Giardia kill: Giardia lamblia killing. 340,000 compounds, 0.15% hits. activity change, % at 7.66 µM, hits read low. Giardia lamblia trophozoite viability; in the data active means activity change below about -80%; inconclusive means between about -30% and that limit;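 further: parasites exposed to compound for two days anaerobically before the ATP read; on the % scale 0 is the no-effect control and ±100 the full control effect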
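Trophozoite viability was measured as ATP-dependent luminescence, read 15-30 min after reagent addition. Before that, parasites at 100 cells/well were exposed to compounds for 48 h, anaerobically, at 37 deg C.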
FLuc counter: inhibits or activates purified firefly luciferase, miR-21 counter-screen. 360,000 compounds, 6.9% hits. Potency, µM (top dose mostly 57.5 µM), inactives show top-dose activity change, negative = inhibition, hits mostly inhibitors. P08659. purified FLuc, Km substrates, luminescence inhibition;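 further: potency means the concentration at half of the fitted maximal effect; plate controls were vehicle for no effect and reference inhibitor for full effect; nearly all actives have a fitted effect of over 55% in size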
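Purified P. pyralis luciferase (10nM final) with 10uM D-luciferin and 10uM ATP (Km levels) in 50mM Tris acetate pH 7.5, 10mM Mg acetate, 0.01% Tween-20, 0.05% BSA; qHTS 6-point titration, ~60 µM downward; luminescence read.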
Rab9 prom act: activators of Rab9 promoter; Potency, µM (doses to about 9.22 µM), for the others: at the highest dose activation, negative = inhibition, hits mostly activators; Huh7 Rab9 promoter-luciferase reporter, luminescence, 24 h; 320,000 compounds, 2.8% hits; further: potency means the concentration at half of the fitted maximal effect; % of control where 0% means no effect; nearly all actives have a fitted effect of over 60% in size
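Huh7 cells stably carrying Rab9 promoter–luciferase reporter, plated 1500 cells/well, compound added after 2 h and incubated 24 h at 37 °C; luciferase luminescence then read after 10 min with detection reagent.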
Menin-MLL TR inh: displaces Texas Red mutant MLL peptide from human menin; O00255; Menin + Texas Red MLL mutant peptide, fluorescence polarization; Potency, µM (series often up to 61.6 µM), for the others: top-dose FP activity change, negative = inhibition, usual class: inhibitors; 270,000 compounds, 0.23% hits; AID 1768; active means well fitted inhibition curve with a large enough effect in the polarisation, with a control signal flat, not every such curve was filed as active; inconclusive means small, poorly fitted or top-dose-only effect, or effect the other way, or a change in a side signal; inactive means no such curve, though single readings can be large or run the other way; the % refers to the polarisation; further: potency means the concentration at half of the fitted maximal effect; % of control where 0% means no effect; many of its hits are not listed in these tables
Target sequence (O00255 whole entry, looked up): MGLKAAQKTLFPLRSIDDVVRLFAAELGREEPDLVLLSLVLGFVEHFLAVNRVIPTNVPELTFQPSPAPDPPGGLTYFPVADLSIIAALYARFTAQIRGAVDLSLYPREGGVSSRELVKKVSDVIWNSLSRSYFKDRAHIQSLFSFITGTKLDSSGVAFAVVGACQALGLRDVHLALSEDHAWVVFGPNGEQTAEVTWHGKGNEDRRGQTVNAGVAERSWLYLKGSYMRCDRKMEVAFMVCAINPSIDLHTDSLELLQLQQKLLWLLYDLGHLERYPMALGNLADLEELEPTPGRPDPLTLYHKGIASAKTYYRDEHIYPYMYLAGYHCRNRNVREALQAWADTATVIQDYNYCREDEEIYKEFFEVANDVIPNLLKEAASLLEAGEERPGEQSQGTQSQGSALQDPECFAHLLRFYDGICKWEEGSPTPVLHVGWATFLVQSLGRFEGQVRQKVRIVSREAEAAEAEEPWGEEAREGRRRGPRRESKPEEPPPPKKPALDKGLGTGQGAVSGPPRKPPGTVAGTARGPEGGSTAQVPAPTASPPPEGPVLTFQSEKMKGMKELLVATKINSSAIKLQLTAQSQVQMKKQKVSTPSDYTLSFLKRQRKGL
p53 reactivation: mutant p53 re-activation in reporter cells; H1299 p53-A138V BP100-luciferase reporter, luminescence, 24 h; Potency, µM (titrated, usually from 92.2 µM), without a hit: at the highest dose activity change, positive = activation, hits mostly activators; 320,000 compounds, 0.063% hits; further: potency means the concentration at half of the fitted maximal effect; % of control where 0% means no effect; nearly all actives have a fitted effect of over 45% in size
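p53-null H1299 cells stably carrying temperature-sensitive p53-A138V and a BP100-luciferase reporter were pinned with compounds (4-point, 1:5 series) and held 24 hrs at 37 deg C. Luminescence was read 10 min after detection reagent.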
PKM2 activator: PKM2 (human) enzyme activation; 260,000 compounds, 0.34% hits; Potency, µM (series often up to 57.5 µM), for inactives: top-dose activation, hits mostly activators; purified PKM2, Kinase-Glo ATP luminescence, activation; response scale: 0% is enzyme alone, no compound; AID 1631; further: potency means the concentration at half of the fitted maximal effect; on the % scale 0 is the no-effect control and ±100 the full control effect; nearly all actives have a fitted effect of over 55% in size
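Purified hPK-M2 (>95% pure) converted ADP (0.1 mM final) to ATP with 0.5 mM PEP in 50 mM imidazole pH7.2, KCl, MgCl2, Tween 20, BSA; 1 h at room temperature. ATP detected by Kinase-Glo luminescence.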
BRCA1 expr up: activators of BRCA1 expression | AID 624202 | 380,000 compounds, 1.1% hits | MCF7-BRCA1-FFLuc reporter, luminescence, 48 h; response scale: scaled: vehicle 0%, 10 µM genistein 100% | Potency, µM (series often up to 46.1 µM), inactives show at the highest dose activation, actives largely listed as activators; further: potency means the concentration at half of the fitted maximal effect; nearly all actives have a fitted effect of over 80% in size; some results filed as inactive show a strong effect at the top dose
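Luminescence from a BRCA1-driven firefly luciferase in MCF7 cells was the read-out, taken 15 min after substrate addition following 48 h compound exposure at 37 °C. Data were normalized to a 10 microM genistein control and DMSO vehicle.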
Numbers without * were called inactive; & = joins results of further samples; [ ] = dose if it differs, or a comment. Unless noted, the call rests on the fitted dose curve; in most records, active means well fitted curve in the direction sought with a large enough effect; inconclusive means small, poorly fitted or top-dose-only effect, or another doubt; inactive means no such curve, though single readings can be large; an effect the other way counts as inactive or inconclusive. This is a subset, so the mix of outcomes need not match the whole.

How did COc1ccc(C(=O)C2CCCN(Cc3cccc(C)n3)C2)c(OC)c1 (stereo not drawn) do in these assays?
NPC1 promoter act: -2%; Gal4-VP16 FLuc: -22%; RORgamma inh: inconclusive; ELG1 genotox: -10%; Giardia kill: 10; FLuc counter: 1%; Rab9 prom act: -5%; p53 reactivation: -3%; PKM2 activator: -1%; BRCA1 expr up: -6%

How did CC[N+]12CCC(CC1)C(C(O)(c1ccccc1)c1ccccc1)C2 (stereo not drawn) do in these assays?
NPC1 promoter act: -3%; Gal4-VP16 FLuc: -25%; RORgamma inh: -1%; ELG1 genotox: 0%; Giardia kill: -11; FLuc counter: -1%; Rab9 prom act: 0%; p53 reactivation: 0%; PKM2 activator: -6%; BRCA1 expr up: 3%

What do the screens show for `COc1ccc(CC(C)NC2CCCCCC2)cc1` (stereo not drawn)?
NPC1 promoter act: -3%; ELG1 genotox: -2%; Giardia kill: -10; FLuc counter: 2%; Rab9 prom act: 2%; Menin-MLL TR inh: 1%; PKM2 activator: -5%; BRCA1 expr up: -11%

Results for COc1cc(C)c(CN2CC=C(c3ccc(F)cc3)CC2)cc1C ?
NPC1 promoter act: -2%; Gal4-VP16 FLuc: -9%; RORgamma inh: 2%[1.91 µM]; ELG1 genotox: -7%; Giardia kill: 1; FLuc counter: -5%; Rab9 prom act: -1%; Menin-MLL TR inh: -13%; p53 reactivation: 14%; PKM2 activator: 0%; BRCA1 expr up: -24%

How did CC(C)c1ccc(O)c(CN2CCN(c3ccccc3)CC2)c1 do in these assays?
NPC1 promoter act: 0%; Gal4-VP16 FLuc: -10%; RORgamma inh: 17%; ELG1 genotox: -8%; Giardia kill: -14; FLuc counter: -9%; Rab9 prom act: 3%; Menin-MLL TR inh: -24%; p53 reactivation: 3%; PKM2 activator: 0%; BRCA1 expr up: -35%

How did COC(=O)C1=C(c2ccc(Cl)c(C(F)(F)F)c2)C[C@@H]2CC[C@H]1N2C(=O)N1CCC(C)CC1 do in these assays?
NPC1 promoter act: 1%; ELG1 genotox: -4%; Giardia kill: -20; FLuc counter: -7%; Rab9 prom act: -9%; p53 reactivation: 7%; BRCA1 expr up: 0%

How did Cc1ccc2c(c1)CC1(CN2C)C(=O)NC(=O)N(c2cc(C)ccc2C)C1=O (stereo not drawn) do in these assays?
NPC1 promoter act: 0%; Gal4-VP16 FLuc: -10%; RORgamma inh: -4%; ELG1 genotox: 3%; Giardia kill: -3; FLuc counter: 3%; Rab9 prom act: 1%; Menin-MLL TR inh: 4%; p53 reactivation: -3%; PKM2 activator: -1%; BRCA1 expr up: -12%

Results for O=C(CN1CCCCC1)c1ccc(F)cc1 ?
NPC1 promoter act: 0%; Gal4-VP16 FLuc: -4%; RORgamma inh: -8%; ELG1 genotox: -2%; Giardia kill: 4; FLuc counter: -1%; Rab9 prom act: 2%; p53 reactivation: 2%; PKM2 activator: 0%; BRCA1 expr up: 8%

Results for C=CC[n+]1c(-c2ccc(C)cc2)csc1Nc1c(C)n(C)n(-c2ccccc2)c1=O ?
NPC1 promoter act: -6%; Gal4-VP16 FLuc: 3%; RORgamma inh: 21%; ELG1 genotox: -8%; Giardia kill: -2; FLuc counter: -3%; Rab9 prom act: -5%; Menin-MLL TR inh: inconclusive; p53 reactivation: -4%; PKM2 activator: 6%; BRCA1 expr up: -10%

What do the screens show for `CC(C)NS(=O)(=O)c1ccc2c(c1)oc(=O)n2C`?
NPC1 promoter act: -3%; Gal4-VP16 FLuc: -3%; RORgamma inh: 27%; ELG1 genotox: -1%; Giardia kill: 11; FLuc counter: 0%; Rab9 prom act: 0%; Menin-MLL TR inh: -1%; p53 reactivation: inconclusive; PKM2 activator: -3%; BRCA1 expr up: 32%

What do the screens show for `CNC(=O)NC(O)C(Cl)(Cl)Cl` (stereo not drawn)?
NPC1 promoter act: 2%; Gal4-VP16 FLuc: -2%&2%; RORgamma inh: -6%&0%; ELG1 genotox: 0%; Giardia kill: -10; FLuc counter: 6%; Rab9 prom act: 0%; Menin-MLL TR inh: 11%; p53 reactivation: 6%; PKM2 activator: -3%; BRCA1 expr up: 8%

What do the screens show for `OCC1(CO)COC(c2cccnc2)N1` (stereo not drawn)?
NPC1 promoter act: 16%; Gal4-VP16 FLuc: 0%; RORgamma inh: -7%; ELG1 genotox: -3%; Giardia kill: -6; FLuc counter: 2%; Rab9 prom act: -8%; Menin-MLL TR inh: 2%; p53 reactivation: 0%; PKM2 activator: -5%; BRCA1 expr up: -14%

How did O=C(c1ccc(Cl)cc1)N1CCC2(CC1)OCCO2 do in these assays?
NPC1 promoter act: -4%; Gal4-VP16 FLuc: 0%; RORgamma inh: -1%; ELG1 genotox: 1%; Giardia kill: 8; FLuc counter: -3%; Rab9 prom act: 2%; Menin-MLL TR inh: 4%; p53 reactivation: -8%; PKM2 activator: -1%; BRCA1 expr up: 9%

What do the screens show for `C=COCCn1c(C)c(C(C)=O)c2cc(O)ccc21`?
NPC1 promoter act: 0%; Gal4-VP16 FLuc: 4%; RORgamma inh: -11%; ELG1 genotox: -6%; Giardia kill: -6; FLuc counter: -2%; Rab9 prom act: -18%; Menin-MLL TR inh: -4%; p53 reactivation: -1%; PKM2 activator: -7%; BRCA1 expr up: -16%

Results for CC(NC(=O)Cc1cccc2ccccc12)C(=O)N1CCC(=O)CC1 (stereo not drawn) ?
NPC1 promoter act: -1%; Gal4-VP16 FLuc: 4%[10 µM]; RORgamma inh: 0%; ELG1 genotox: 6%; Giardia kill: -5; FLuc counter: 0%; Rab9 prom act: -6%; Menin-MLL TR inh: -2%; p53 reactivation: 1%; PKM2 activator: 0%; BRCA1 expr up: 2%

What do the screens show for `COP(=O)(OC)C(Nc1ccccn1)c1ccccc1` (stereo not drawn)?
NPC1 promoter act: -1%; Gal4-VP16 FLuc: -2%; RORgamma inh: -6%; ELG1 genotox: 0%; Giardia kill: -17; FLuc counter: 5%; Rab9 prom act: -5%; Menin-MLL TR inh: -5%; p53 reactivation: 1%; PKM2 activator: 0%; BRCA1 expr up: 9%

How did CCOc1cc(C=O)ccc1O do in these assays?
Gal4-VP16 FLuc: 2%; RORgamma inh: 7%; ELG1 genotox: 1%; Giardia kill: 11; p53 reactivation: 9%; BRCA1 expr up: 4%

Results for CCOC(=O)C1SC2(C(F)(F)F)CC1(O)c1c(C)cc(C)nc1O2 (stereo not drawn) ?
NPC1 promoter act: -1%; Gal4-VP16 FLuc: -3%; RORgamma inh: -18%; ELG1 genotox: -10%; Giardia kill: -15; FLuc counter: 2%; Rab9 prom act: -3%; Menin-MLL TR inh: -3%; p53 reactivation: 6%; PKM2 activator: -4%; BRCA1 expr up: 20%

How did O=C1NC(=S)NC(=O)C1C1CCCCC1 do in these assays?
NPC1 promoter act: -4%; Gal4-VP16 FLuc: 3%; RORgamma inh: 25%; ELG1 genotox: 0%; Giardia kill: inconclusive; FLuc counter: -4%; Rab9 prom act: -1%; p53 reactivation: -3%; PKM2 activator: 2%; BRCA1 expr up: 0%

How did CC(=NC(C)c1ccccc1)c1c(O)[nH]c(=O)[nH]c1=O (stereo not drawn) do in these assays?
NPC1 promoter act: 0%; Gal4-VP16 FLuc: 1%; RORgamma inh: 10%; ELG1 genotox: -1%; Giardia kill: 5; FLuc counter: 1%; Rab9 prom act: 3%; Menin-MLL TR inh: 0%; p53 reactivation: -16%; PKM2 activator: 1%; BRCA1 expr up: -34%

How did COC(=O)C1=C(c2ccc(OC(F)(F)F)cc2)C[C@@H]2CC[C@H]1N2C(=O)NC(C)C do in these assays?
NPC1 promoter act: -9%; ELG1 genotox: -4%; Giardia kill: 5; FLuc counter: 6%; Rab9 prom act: -7%; p53 reactivation: -9%; BRCA1 expr up: 66%

Two successive records from above, quoted:
How did O=C(c1ccc(Cl)cc1)N1CCC2(CC1)OCCO2 do in these assays?
NPC1 promoter act: -4%; Gal4-VP16 FLuc: 0%; RORgamma inh: -1%; ELG1 genotox: 1%; Giardia kill: 8; FLuc counter: -3%; Rab9 prom act: 2%; Menin-MLL TR inh: 4%; p53 reactivation: -8%; PKM2 activator: -1%; BRCA1 expr up: 9%

What do the screens show for `C=COCCn1c(C)c(C(C)=O)c2cc(O)ccc21`?
NPC1 promoter act: 0%; Gal4-VP16 FLuc: 4%; RORgamma inh: -11%; ELG1 genotox: -6%; Giardia kill: -6; FLuc counter: -2%; Rab9 prom act: -18%; Menin-MLL TR inh: -4%; p53 reactivation: -1%; PKM2 activator: -7%; BRCA1 expr up: -16%
